AmpC no deterg: qHTS Inhibitors of AmpC Beta-Lactamase (assay without detergent). AmpC nitrocefin hydrolysis, absorbance 480 nm, 0.0001% Triton. Potency, µM (titrated, usually from 57.1 µM), without a hit: at the top dose activity change, negative = inhibition, usual class: inhibitors. hit rate 0.52% among 330,000;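 further: potency means the concentration at half of the fitted maximal effect; plate controls were no compound for no effect and no enzyme for full effect; nearly all actives have a fitted effect of over 20% in size; some results filed as inactive show a strong effect at the top dose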
Target sequence (P00811 whole entry, looked up): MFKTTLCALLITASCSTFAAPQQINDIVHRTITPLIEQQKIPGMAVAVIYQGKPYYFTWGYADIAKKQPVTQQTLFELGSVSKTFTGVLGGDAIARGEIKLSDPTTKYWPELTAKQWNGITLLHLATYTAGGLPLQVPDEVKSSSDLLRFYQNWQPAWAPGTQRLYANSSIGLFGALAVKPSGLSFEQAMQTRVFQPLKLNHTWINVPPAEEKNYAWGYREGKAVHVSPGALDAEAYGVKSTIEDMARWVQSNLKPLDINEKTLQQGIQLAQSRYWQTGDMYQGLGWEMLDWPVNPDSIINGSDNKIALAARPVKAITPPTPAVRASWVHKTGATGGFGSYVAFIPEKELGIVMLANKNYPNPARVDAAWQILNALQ
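20 mM phosphate pH 7.0 + 0.01% (detergent screen) or 0.0001% Triton X-100; 5.3 nM AmpC reagent; cpd preinc 15 min RT; nitrocefin (800 uM stock) to start; A480 q20 s × 4 min; Activity was normalised to no-enzyme and no-compound control wells.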
AmpC inh detg: qHTS Inhibitors of AmpC Beta-Lactamase (assay with detergent); hit rate 0.041% among 370,000; AID 485294, 2010; Potency, µM (titrated, usually from 114 µM), without a hit: at the highest dose activity change, negative = inhibition, hits mostly inhibitors; AmpC hydrolysis of nitrocefin, absorbance 480 nm, 0.01% Triton;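 further: potency means the concentration at half of the fitted maximal effect; 0% = no-compound wells and -100% = no-enzyme wells; nearly all actives have a fitted effect of over 25% in size; some results filed as inactive show a strong effect at the top dose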
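AmpC (5.3 nM in the dispensed reagent) in 20 mM phosphate pH 7.0 with 0.01% (detergent screen) or 0.0001% Triton X-100 was preincubated with compounds for 15 min at room temperature. Nitrocefin was then added from an 800 uM solution, and hydrolysis was followed at 480 nm.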
Sm TGR inh: qHTS Assay for the Inhibitors of Schistosoma Mansoni Peroxiredoxins; AID 485364, 2010; Potency, µM (titrated, usually from 114 µM), inactives show top-dose activity change, negative = inhibition, actives largely listed as inhibitors; Schistosoma mansoni thioredoxin glutathione reductase (TGR), Q962Y6; hit rate 3% among 360,000; purified TGR, DTNB reduction, TNB absorbance 405 nm; further: potency means the concentration at half of the fitted maximal effect; nearly all actives have a fitted effect of over 60% in size
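TGR 20 nM + NADPH 100 uM (dispensed conc.), cpd preinc 15 min RT; start with NADPH (500 uM addition) then DTNB (15 mM addition). Kinetic TNB absorbance, 405 nm filter. Four-parameter Hill fit across titration.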
HCMV antiviral: qHTS Assay for inhibitors of the human cytomegalovirus (HCMV); AID 1259415, 2018; HFF cells, HCMV-luciferase reporter, 72 h; hits give low values; hit rate 4.5% among 410,000; activity change, negative = inhibition, % at 57.5 µM; in the data active means activity change below about -60%; inconclusive means no clear call, values can overlap the other calls; inactive means above about -39%
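Inhibition of viral replication was scored as loss of reporter luminescence in HFFs infected with HCMV-luciferase (MOI 1 PFU/cell) for 72 h; compounds tested at 2 doses, normalized to buffer and Salinomycin controls.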
AMA1-RON2 inh: qHTS for Inhibitors of AMA1-RON; Towards Development of Antimalarial Drug Lead: Primary Screen; Plasmodium falciparum AMA1 (3D7) - RON2 peptide interaction; AlphaScreen AMA1-biotinylated RON2 peptide binding; Potency, µM (top dose mostly 58.2 µM), for inactives: at the top dose activity change, negative = inhibition, actives largely listed as inhibitors; hit rate 0.2% among 360,000;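 further: potency means the concentration at half of the fitted maximal effect; 0% = vehicle wells and -100% = peptide control; nearly all actives have a fitted effect of over 45% in size; some results filed as inactive show a strong effect at the top dose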
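AMA1 (3D7) with his tag at 25 nM final met compounds first, then biotinylated RON2 peptide at 25 nM; detection used donor plus acceptor beads, 10 µg/mL apiece, read by AlphaScreen after 30 min at room temperature.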
Giardia FBPA inh: qHTS Assay for Inhibitors of Fructose-1,6-bisphosphate Aldolase from Giardia Lamblia; A8B2U2; purified Giardia FBPA; Potency, µM (titrated, usually from 59.6 µM), for inactives: top-dose activity, negative = inhibition, usual class: inhibitors; hit rate 0.71% among 290,000; AID 2451, 2010; further: potency means the concentration at half of the fitted maximal effect; nearly all actives have a fitted effect of over 55% in size
Target sequence (A8B2U2 whole entry, looked up): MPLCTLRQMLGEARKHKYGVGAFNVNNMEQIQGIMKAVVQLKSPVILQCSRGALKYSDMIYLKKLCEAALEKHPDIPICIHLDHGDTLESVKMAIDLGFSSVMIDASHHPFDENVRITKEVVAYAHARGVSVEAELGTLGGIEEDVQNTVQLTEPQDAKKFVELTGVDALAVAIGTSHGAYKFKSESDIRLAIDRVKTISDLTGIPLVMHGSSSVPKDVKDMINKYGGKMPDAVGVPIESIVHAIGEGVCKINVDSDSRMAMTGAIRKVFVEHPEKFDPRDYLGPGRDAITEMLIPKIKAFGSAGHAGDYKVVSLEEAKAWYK
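Giardia FBPA (40 nM reagent) was preincubated 10 min at RT with compound (up to 57.5 uM final), then substrate plus GAPDH/TPI/NAD/arsenate coupling system with diaphorase/resazurin was added; resorufin fluorescence (525/598 nm) was read after 20 min.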
* = called active by the depositor; ? = inconclusive; nt = not tested or not shown; & = joins results of further samples; [ ] = another dose, or the depositor's remark. Unless noted, the call rests on the fitted dose curve; in most records, active means well fitted curve in the direction sought with a large enough effect; inconclusive means small, poorly fitted or top-dose-only effect, or another doubt; inactive means no such curve, though single readings can be large; an effect the other way counts as inactive or inconclusive. Unless noted, on the % scale 0 is the no-effect control and ±100 the full control effect.

Values run as follows: AmpC no deterg, AmpC inh detg, Sm TGR inh, HCMV antiviral, AMA1-RON2 inh, Giardia FBPA inh
CN(c1ccccc1C(=O)Nc1ccc(S(=O)(=O)N2CCOCC2)cc1)S(C)(=O)=O
→ -22%, -9%, 4%, -2, -15%, 3%
Cc1c(C(=O)N(Cc2ccncc2)CC2CCCO2)oc2c(F)cccc12 (stereo not drawn)
→ 81%[activator], 2%, -10%, -22, -5%, nt
CCC(C)NC(=O)CCSc1nc(-c2ccc3c(c2)OCO3)cc(C(F)(F)F)n1 (stereo not drawn)
→ nt, 21%, -2%, 1, nt, nt
CC(OC(=O)CCc1nc2ccccc2[nH]c1=O)C(=O)c1ccccc1 (stereo not drawn)
→ -17%, -13%, -2%, ?, 6%, -8%
O=C(/C=C/c1ccccc1Cl)Nn1cnc2ccccc2c1=O
→ -29%, -10%, -6%, ?, 1%, -1%
COC(=O)C1=C(N)OC2=C(C(=O)CCC2)C1c1cccs1 (stereo not drawn)
→ -38%, -12%, 0%, 11, ?, -28%
CC(/C=C/c1ccccc1)=N/NC(=O)C(O)c1ccccc1 (stereo not drawn)
→ -31%, -5%, 5%, ?, -1%, 0%
CC(=O)c1ccc(OCCCCCCCOc2ccc(C(C)=O)cc2)cc1
→ -14%, -15%, 4%, nt, -4%, 6%
O=C(Cn1ccc(NC(=O)OCc2ccccc2)nc1=O)NCCN1CCOCC1
→ -12%, -2%, -16%, -2, 7%, nt
CCCS(=O)(=O)c1nc(S(=O)(=O)c2ccc(C)cc2)c(N(C)Cc2ccccc2)s1
→ nt, 19%, 1%, ?, nt, nt
Cc1cccc(NC(=O)CSc2nc3ccccc3nc2N2CCC(C)CC2)c1
→ nt, 22%, -4%, -88*, nt, nt
COc1cccc(OC)c1C(=O)Nc1ccc(N2CCCCC2)cc1
→ nt, -1%, -27%, 15, -7%, 1%
CCCNC(=O)Cn1nc(-c2ccc(F)cc2)c2cnc3ccc(F)cc3c21
→ nt, 22%, 8%, 16, nt, nt
COCCNC(=O)c1c(NC(=O)Cc2coc3cc(C)ccc23)sc2c1CCCC2
→ nt, -7%, -2%, -10, nt, nt
Cc1c(NC(=O)Cn2[nH]c(=O)c3ccccc3c2=O)c(=O)n(-c2ccccc2)n1C
→ -11%, -5%, -12%, -16, 14%, -3%
CCOc1ccc(/C=N/NC(=O)c2nnn(-c3nonc3N)c2-c2cccs2)cc1
→ -29%, -14%, -12%, -12, 3%, 5%
COc1ccccc1CNC(=O)CN1C(=O)NC2(CCCC2)C1=O
→ -16%, 9%, -2%, -9, 3%, nt
Cc1cc(NC(=O)c2cc(-c3ccc(F)cc3)on2)nn1Cc1ccc(Cl)cc1
→ nt, -6%, 2%, -21, nt, nt
COc1ccc(N2CC(NC(=O)C(=O)c3c[nH]c4ccccc34)CC2=O)cc1 (stereo not drawn)
→ nt, 3%, 0%, 44, nt, nt
CCOCCCNC(=O)CCc1nnc2n(CCC(C)C)c(=O)c3ccccc3n12
→ 40%, -11%, -1%, -12, 6%, 2%

3 compounds picked at random from those above, as already listed:
Values run as follows: AmpC no deterg, AmpC inh detg, Sm TGR inh, HCMV antiviral, AMA1-RON2 inh, Giardia FBPA inh
O=C(/C=C/c1ccccc1Cl)Nn1cnc2ccccc2c1=O
→ -29%, -10%, -6%, ?, 1%, -1%
CCC(C)NC(=O)CCSc1nc(-c2ccc3c(c2)OCO3)cc(C(F)(F)F)n1 (stereo not drawn)
→ nt, 21%, -2%, 1, nt, nt
CCOCCCNC(=O)CCc1nnc2n(CCC(C)C)c(=O)c3ccccc3n12
→ 40%, -11%, -1%, -12, 6%, 2%

Other entries:
Values run as follows: AmpC no deterg, AmpC inh detg, Sm TGR inh, HCMV antiviral, AMA1-RON2 inh, Giardia FBPA inh
O=C(OCc1cc(=O)n2c(n1)sc1ccccc12)c1cccc(O)c1
→ -38%, -2%, 1%, 0, -10%, -1%
COc1cc(NS(=O)(=O)c2ccc3[nH]c(=O)oc3c2)cc(OC)c1
→ -27%, -2%, 0%, -2, -13%, 19%
O=[N+]([O-])c1ccc(Sc2ccccc2)nc1
→ -8%, -2%, 0%, ?, -25%, -11%
CC(=O)Oc1ccc(N(C(C)=O)S(=O)(=O)c2ccc(Cl)cc2)c2ccccc12
→ -2%, -18%, 1%, -8, 0%, -13%
O=C(O)c1ccccc1C(=O)NCC(O)COCC1CC=CCC1 (stereo not drawn)
→ -2%, ?, -13%, -25, 13%, 5%
Cc1cc(C)nc(/N=C2\NC(=O)CC3C(=O)NCCN23)n1 (stereo not drawn)
→ -8%, -4%, 1%, 21, 8%, 2%
N#Cc1c(-c2ccc(F)cc2)cc(C2CC2)nc1SCC(=O)c1cccs1
→ -11%, 4%, 17%, ?, -4%, 2%
Cn1c(=O)[nH]c(=O)c2c1nc(N(CCO)Cc1ccccc1)n2Cc1ccccc1Cl
→ 45%, -11%, 0%, 18, -8%, 0%
O=[N+]([O-])c1ccc(NCCNc2ccc(Cl)nn2)cc1
→ -21%, 2%, -12%, -12, 1%, -1%
O=C(O)CNC(=O)c1cccc(C(F)(F)F)c1
→ -11%, -6%, 1%, -6, 0%, 2%
COc1ccc(CC(=O)NNC(=O)c2nn(Cc3ccccc3)c(=O)c3ccccc23)cc1OC
→ 17%, 1%, 41%[activator], -32, 79%[activator], -5%
Cc1ccccc1CSc1nc(C(C)(C)C)cc(=O)[nH]1
→ -18%, 6%, 7%, -3, -8%, -5%
CCOC(=O)N1CCN(Cc2nc(N)nc(Nc3ccccc3C)n2)CC1
→ -2%, 2%, -19%, nt, 5%, -14%
COc1ccc(N(C(=O)Cc2cccs2)C(C(=O)NC2CCCC2)c2ccncc2)cc1 (stereo not drawn)
→ 0%, 4%, -10%, 47, 17%, nt
Cc1ccc(NC(=O)CCCCCN2C(=O)[C@@H]3Cc4ccccc4CN3C2=O)c(C)c1
→ 70%[activator], 2%, 2%, -29, -11%, nt
CCN(CC)c1ccc(NC(=O)c2cc3c(=O)n4cccc(C)c4nc3n2C)c(C)c1
→ nt, 17%, 7%, -24, nt, nt
OC1C2(Cc3ccccc3)CN3CCN(C2)CC1(Cc1ccccc1)C3 (stereo not drawn)
→ -12%, 1%, 13%, -18, -6%, nt
COc1ccc(NC(=O)CC2C(=O)NCCN2C(=O)c2ccc(Cl)cc2)cc1 (stereo not drawn)
→ 0%, 9%, 12%, -33, 3%, 4%
Cc1ccc(S(=O)(=O)NCc2cn3c(C)csc3n2)cc1
→ -20%, -14%, -7%, 8, 6%, 0%
CC(C)NC(=O)COC(=O)c1ccccc1Oc1ccccc1
→ -8%, -2%, -1%, 21, 17%, 1%
CCOc1ccccc1OCCCNCc1ccco1
→ 0%, 4%, -3%, -12, -3%, -9%
O=C(NC1CCCC1)C(c1ccccn1)N(C(=O)c1csnn1)c1ccccc1Cl (stereo not drawn)
→ 6%, -1%, -9%, -66*, 2%, -1%
CN(CC(=O)Nc1cccc(F)c1)C(=O)c1cccc(S(=O)(=O)N2CCN(c3ccccc3)CC2)c1
→ 63%[activator], -7%, 0%, -77*, -6%, nt
CCOC(=O)c1[nH]c(=O)[nH]c1CSCCO
→ -13%, 3%, -20%, 21, -3%, 1%
CN(C)CCOc1ccc2c(c1)Sc1ccccc1CC2=O
→ -15%, ?, 2%, 28, 0%, -17%
COc1cccc(C(=O)Nc2nnc(S(=O)(=O)N3CCOCC3)s2)c1
→ -22%, -1%&-3%, -2%&-2%, -10&8, -11%, nt
COC(=O)C1=C(C)N(Cc2ccccc2)C(=NCCCCO)N[C@H]1CCc1ccccc1
→ 190%[activator], -14%, -13%, -6, -1%, 1%
CCCCc1cc2c(cc1NC(=O)CN1CCCCC1)OCCO2
→ 23%, 1%, -6%, -2, -12%, -18%
O=C(COC(=O)c1ccccn1)NNC(=O)c1ccc([N+](=O)[O-])cc1
→ -4%, ?, -15%, 14, 65%[activator], nt
COC(=O)c1cc(=O)n2c(-c3ccc(OC)cc3)csc2n1
→ -1%, -9%, 14%, 9, -2%, -6%[12.9 µM]
COc1ccc(CCNC(=O)c2ccc3c(c2)NC(=O)C(CSCc2cc(C)ccc2C)N3)cc1OC (stereo not drawn)
→ -7%, -12%, -23%, nt, nt, -9%
NC(=O)C1=C[C@H](c2ccc(C(F)(F)F)cc2)C[C@H](OCc2ccc(CO)cc2)O1
→ 73%[activator], -3%, 1%, 24, -4%, -21%
COc1ccc(N=Nc2c(C)[nH][nH]c2=O)cc1
→ -14%, -4%, 8%, 12, -6%, ?
Cn1c(COc2ccc(F)cc2)nc2ccccc21
→ -22%, -4%, 0%, 71, 1%, -11%
Cc1ncc([N+](=O)[O-])n1CC(=O)Nc1cc(Cl)ccc1Cl
→ -14%, -6%, 10%, -27, -4%, -10%
O=C(Oc1ccc(=O)n(-c2ccccc2)n1)c1ccc(Cl)cc1
→ -7%, ?, ?, 44, 1%, 0%
CS(=O)(=O)c1nc(S(=O)(=O)c2ccc(Cl)cc2)c(N2CCN(CCO)CC2)s1
→ 19%, -5%, -17%, -63*, -10%, nt
CCOC(=O)C(=CNCC(=O)O)C(=O)OCC
→ -16%, -6%, 1%, 4, 7%, 2%
CC(CCc1ccccc1)NCC(O)c1cccc([N+](=O)[O-])c1 (stereo not drawn)
→ -12%, -1%, -11%, -22, 6%, -5%
OCC[C@@H]1C[C@H](O)[C@@H](O)[C@@]2(CCCc3ccccc3O2)O1
→ -10%, 0%, -24%, 0, 3%, -20%
COc1ccc(NS(=O)(=O)c2ccc(S(=O)(=O)N3CCCC3)cc2)cc1
→ -28%, 0%, 1%, -32, -3%, 5%
O=C(CCSc1nnc2ccc3ccccc3n12)Nc1ccc(F)cc1
→ -7%, 5%, 18%, -31, 0%, 1%

Some of these compounds in order of formula weight, descending:
Values run as follows: AmpC no deterg, AmpC inh detg, Sm TGR inh, HCMV antiviral, AMA1-RON2 inh, Giardia FBPA inh
COc1ccc(CCNC(=O)c2ccc3c(c2)NC(=O)C(CSCc2cc(C)ccc2C)N3)cc1OC (stereo not drawn)
→ -7%, -12%, -23%, nt, nt, -9%
Cc1ncc([N+](=O)[O-])n1CC(=O)Nc1cc(Cl)ccc1Cl
→ -14%, -6%, 10%, -27, -4%, -10%
CCOC(=O)C(=CNCC(=O)O)C(=O)OCC
→ -16%, -6%, 1%, 4, 7%, 2%
COc1ccc(N=Nc2c(C)[nH][nH]c2=O)cc1
→ -14%, -4%, 8%, 12, -6%, ?

Screening data deposited in PubChem BioAssay by National Center for Advancing Translational Sciences (NCATS).

Random draw from the library. Share with any hit: about 7.8%.
